Bioassay records deposited in PubChem by National Center for Advancing Translational Sciences (NCATS).
Anesthetic bind: qHTS Assay for Identification of Novel General Anesthetics | apoferritin/1-aminoanthracene competitive binding, fluorescence | Potency, µM (top dose mostly 77.5 µM), inactives show top-dose activity change, negative = displacement, most hits filed as inhibitors | actives 0.074% (n = 350,000); further: potency means the concentration at half of the fitted maximal effect; on the % scale 0 is the no-effect control and ±100 the full control effect; nearly all actives have a fitted effect of over 20% in size
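10 uM apoferritin + 50% sat. 1-AMA, PBS; cpd 10 min RT; Ex380/Em535 endpoint; normalized to free probe vs complex; 4-param Hill fit; propofol titration as pos. ctrl.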
ERG-DNA inh: qHTS for Small Molecule Inhibitors of the ERG Ets/DNA interaction | Transcriptional regulator ERG (Homo sapiens), P11308 | fluorescence polarization, His-ERG Ets domain / labelled DNA | Potency, µM (highest dose often 76.9 µM), without a hit: at the highest dose FP activity, negative = inhibition, most hits filed as inhibitors | actives 0.028% (n = 370,000) | AID 624246, 2012; active means well fitted inhibition curve with a large enough effect in the polarisation, with a control signal flat; inconclusive means small, poorly fitted or top-dose-only effect, or effect the other way, or a change in a side signal; inactive means no such curve, though single readings can be large or run the other way; the % refers to the polarisation;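 further: polarization taken with two DNA probes labelled with fluorescein and Texas red; potency means the concentration at half of the fitted maximal effect; % of control where 0% means no effect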
Target sequence (P11308 whole entry, looked up, the tested form may be a part): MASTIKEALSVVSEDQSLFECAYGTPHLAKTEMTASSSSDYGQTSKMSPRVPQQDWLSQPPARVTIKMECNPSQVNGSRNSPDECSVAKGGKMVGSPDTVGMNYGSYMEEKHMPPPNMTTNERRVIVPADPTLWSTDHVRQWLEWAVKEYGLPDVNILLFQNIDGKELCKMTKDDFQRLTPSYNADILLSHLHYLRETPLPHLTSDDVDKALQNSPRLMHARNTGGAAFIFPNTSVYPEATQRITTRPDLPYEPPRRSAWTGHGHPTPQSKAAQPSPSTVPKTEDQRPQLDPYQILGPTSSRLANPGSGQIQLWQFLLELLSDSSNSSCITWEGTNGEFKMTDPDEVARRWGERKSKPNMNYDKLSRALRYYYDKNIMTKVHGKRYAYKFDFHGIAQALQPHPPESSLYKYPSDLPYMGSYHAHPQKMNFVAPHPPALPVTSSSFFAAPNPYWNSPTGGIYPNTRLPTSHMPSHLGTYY
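His-tagged ERG Ets domain (1 uM in the protein solution; 300mM KCl, 50mM Tris-HCl, 1mM EDTA, 1mM DTT, pH 7.5) received compound, then a probe mix of 5 nM fluorescein-DNA and 100nM Texas-615-DNA. Fluorescence polarization was read for both dyes.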
APEX1 inh: qHTS Assay for Inhibitors of the Human Apurinic/apyrimidinic Endonuclease 1 (APE1); recombinant APE1, TAMRA/BHQ-2 abasic DNA cleavage fluorescence; actives 0.35% (n = 350,000); Potency, µM (top dose mostly 65.8 µM), without a hit: top-dose activity change, negative = inhibition, hits mostly inhibitors; DNA repair nuclease/redox regulator APEX1 (Homo sapiens), P27695; AID 2517, 2012;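 further: potency means the concentration at half of the fitted maximal effect; plate controls were vehicle for no effect and reference inhibitor for full effect; nearly all actives have a fitted effect of over 55% in size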
Target sequence (P27695 whole entry, looked up): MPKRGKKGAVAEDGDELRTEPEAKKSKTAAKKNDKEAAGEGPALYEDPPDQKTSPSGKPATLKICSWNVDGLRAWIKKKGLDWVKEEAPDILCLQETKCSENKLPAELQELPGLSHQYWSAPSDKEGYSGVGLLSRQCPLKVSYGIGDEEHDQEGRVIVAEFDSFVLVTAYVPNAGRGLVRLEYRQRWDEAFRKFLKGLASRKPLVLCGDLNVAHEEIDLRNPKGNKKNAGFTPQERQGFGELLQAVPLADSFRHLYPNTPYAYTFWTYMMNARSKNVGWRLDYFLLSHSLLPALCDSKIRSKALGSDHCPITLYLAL
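Step 1: APE1 (0.75 nM) with compound, 15 min RT. Step 2: add 50 nM fluorophore/quencher THF duplex. Step 3: three fluorescence reads 60 s apart (525/598 nm); read 3 minus read 1 = reaction progress.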
POLB inh: qHTS Assay for Inhibitors of DNA Polymerase Beta. Pol beta primer extension/strand displacement, fluorescence kinetic. Potency, µM (doses to about 114 µM), for inactives: at the highest dose activity change, negative = inhibition, actives largely listed as inhibitors. actives 1.3% (n = 340,000); further: potency means the concentration at half of the fitted maximal effect; on the % scale 0 is the no-effect control and ±100 the full control effect
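Pol beta (10 nM) and compounds were preincubated 15 min at room temperature, then 50 nM substrate (final) started primer extension/strand displacement. Reads were taken at 0 and 10 min; concentration-response data were fitted to a four-parameter Hill equation.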
Pol eta inh: qHTS for Inhibitors of Polymerase Eta; DNA polymerase eta (Homo sapiens), Q9Y253; recombinant Pol eta, fluorescent DNA replication assay; Potency, µM (series often up to 114 µM), without a hit: at the highest dose activity change, negative = inhibition, usual class: inhibitors; actives 1.2% (n = 390,000); further: potency means the concentration at half of the fitted maximal effect; on the % scale 0 is the no-effect control and ±100 the full control effect
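Pol eta at 10 nM preincubated with compounds 15 min at room temperature; reaction started with fluorescent substrate (50 nM final) and read kinetically at 0 and 10 min.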
12-LOX inh: Primary qHTS assay for inhibitors of human arachidonate 12S-lipoxygenase (ALOX12): Round 2 | actives 1.1% (n = 580,000) | Potency, µM (doses to about 108 µM), without a hit: at the highest dose activity change, negative = inhibition, usual class: inhibitors | AID 1671190, 2021 | purified 12hLO, xylenol orange hydroperoxide absorbance; further: potency means the concentration at half of the fitted maximal effect; on the % scale 0 is the no-effect control and ±100 the full control effect
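Purified human 12hLO (150 nM final) in 25 mM Hepes, 0.01% Triton X-100, pH 7.0 was preincubated 15 min at room temperature with compound. Then 40 uM arachidonic acid was added, 30 min. Hydroperoxide was read by Fe-XO absorbance ratio 573/405 nm.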
POLK inh: qHTS for Inhibitors of Polymerase Kappa; AID 588579, 2011; Potency, µM (titrated, usually from 107 µM), for the others: top-dose activity, negative = inhibition, actives largely listed as inhibitors; DNA polymerase kappa (Homo sapiens), Q9UBT6; actives 0.53% (n = 400,000); purified Pol kappa, fluorescent DNA synthesis assay, 10 min; further: potency means the concentration at half of the fitted maximal effect; on the % scale 0 is the no-effect control and ±100 the full control effect
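Inhibition of 10 nM Pol kappa is measured by a fluorescent read-out at 0 and 10 min following addition of 50 nM substrate (final), with a 15-min room-temperature compound preincubation.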
LDHA block: qHTS assay for inhibitors of human lactate dehydrogenase; purified LDHA, NADH/diaphorase-resazurin fluorescence; hits give low values; activity change, % (values are at about 110 or 230 µM); L-lactate dehydrogenase A chain (Homo sapiens), P00338; actives 0.15% (n = 480,000); in the data active means activity change below about -30%; inconclusive means mostly about -25% to -30%;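 further: plate controls were DMSO wells for no effect and wells without enzyme for full effect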
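Human LDH5 at 2 nM final in Tris HCl pH 7.4 with 0.06 mM NADH and 0.2 mM pyruvate, reacted 5 minutes at room temperature. Remaining NADH coupled via diaphorase/resazurin; resorufin fluorescence read at 0 and 20 minutes, normalized to enzyme-free and DMSO wells.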
RGS4 inhibitor: Inhibitors of Regulator of G Protein Signaling (RGS) 4: qHTS; Potency, µM (top dose mostly 114 µM), for the others: top-dose activity change, negative = inhibition, usual class: inhibitors; Transcreener GDP fluorescence polarization, RGS4-accelerated GTP hydrolysis; actives 0.039% (n = 390,000); Regulator of G-protein signaling 4 (Homo sapiens), P49798; further: potency means the concentration at half of the fitted maximal effect; on the % scale 0 is the no-effect control and ±100 the full control effect; nearly all actives have a fitted effect of over 75% in size; some results filed as inactive show a strong effect at the top dose
Target sequence (P49798 whole entry, looked up): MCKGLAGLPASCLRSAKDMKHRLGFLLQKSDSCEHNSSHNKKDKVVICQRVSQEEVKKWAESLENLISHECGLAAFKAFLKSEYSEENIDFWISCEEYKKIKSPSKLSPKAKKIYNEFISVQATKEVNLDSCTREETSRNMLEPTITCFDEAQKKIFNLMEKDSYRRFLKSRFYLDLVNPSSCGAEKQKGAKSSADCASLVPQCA
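MLSMR compounds (23 nl, pin-transferred) preincubated 10 min at room temperature with a 500nM (2x) first reagent, then RGS4 at 900nM (2x) plus Transcreener GDP mix added; fluorescence polarization (620/688 nm) read before and after 90 min at 30 °C.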
The depositor's hits bear a star; & = joins results of further samples; [ ] = dose if it differs, or a comment. Unless noted, the call rests on the fitted dose curve; in most records, active means well fitted curve in the direction sought with a large enough effect; inconclusive means small, poorly fitted or top-dose-only effect, or another doubt; inactive means no such curve, though single readings can be large; an effect the other way counts as inactive or inconclusive. An excerpt, so the mix of outcomes need not match the whole.

For N#Cc1ccccc1Cn1c(SCC(=O)Nc2ccc(F)cc2)nc2ccccc21 the results were Anesthetic bind 50%[activator], ERG-DNA inh -10%, POLB inh 0%, Pol eta inh -14%, 12-LOX inh -19%, POLK inh 1%[60.1 µM], LDHA block -1 and RGS4 inhibitor -11%.
`COC(CNC(=O)c1ccc2c(c1)nc(C)n2-c1cc(C)cc(C)c1)OC` gave Anesthetic bind -4%, ERG-DNA inh 1%, APEX1 inh -13%, POLB inh 44%, Pol eta inh -19%, 12-LOX inh 249%[activator], POLK inh 7%, LDHA block -3 and RGS4 inhibitor 9%.
Screening CCOc1ccc2nc(N(Cc3cccnc3)C(=O)C3CCCCC3)sc2c1 returned Anesthetic bind -4%, ERG-DNA inh -4%, POLB inh 11%, Pol eta inh -12%, 12-LOX inh -3%, POLK inh -5%[60.1 µM], LDHA block -3 and RGS4 inhibitor 8%.
For Cc1ccsc1C(=O)OCc1cc(=O)n2ccsc2n1 the results were ERG-DNA inh 2%, APEX1 inh -1%, Pol eta inh inconclusive, 12-LOX inh 15%, POLK inh -36%, LDHA block -2 and RGS4 inhibitor -5%.
Screening CC1=C(C(=O)N2CCCCC2)C(c2cccs2)C2=C(CCCC2=O)N1 (centres undefined) returned Anesthetic bind 19%, ERG-DNA inh 5%, APEX1 inh -2%, POLB inh -11%, Pol eta inh 3%, 12-LOX inh 440%[activator], POLK inh -11%, LDHA block 0 and RGS4 inhibitor 14%.
Screening COc1ccc(/C=C(\C#N)C(=O)OCC(=O)NCc2ccccc2OC)cc1 returned ERG-DNA inh -1%, APEX1 inh 23%, Pol eta inh -6%, 12-LOX inh -4%, POLK inh -4%, LDHA block -4 and RGS4 inhibitor -5%.
CCC(=O)N1CCc2cc(CNS(=O)(=O)c3cccs3)ccc21 was read as Anesthetic bind 177%[activator], ERG-DNA inh -1%, POLB inh 5%, Pol eta inh -16%, 12-LOX inh -20%, POLK inh -11%[60.1 µM], LDHA block 0 and RGS4 inhibitor 26%.
For Cc1ccc(CSCC(=O)NCCc2ccccc2)cc1 the results were Anesthetic bind -14%, ERG-DNA inh 4%, APEX1 inh 0%, POLB inh 19%, Pol eta inh -25%, 12-LOX inh 0%, POLK inh 2%, LDHA block 0 and RGS4 inhibitor 14%.
CCCCOC(=O)c1cc(C)nc2ccc(Br)cc12 was read as Anesthetic bind -11%, APEX1 inh -1%, POLB inh 0%, Pol eta inh -14%, 12-LOX inh 25%, POLK inh -2%, LDHA block 1 and RGS4 inhibitor -9%.
For O=C(C1CCN(S(=O)(=O)N2CCC3(CC2)OCCO3)CC1)N1CCN(Cc2ccccc2)CC1 the results were Anesthetic bind -7%, APEX1 inh 0%, POLB inh 14%, Pol eta inh 10%, 12-LOX inh 9%, POLK inh -8%, LDHA block -5 and RGS4 inhibitor -3%.
For Cc1cc(C)cc(NC(=O)OCCN2CCN(Cc3ccccc3)CCC2=O)c1 the results were Anesthetic bind -6%[110 µM], ERG-DNA inh -6%, APEX1 inh -3%&16%, POLB inh -1%, Pol eta inh -12%, 12-LOX inh 11%, POLK inh -18%[60.1 µM], LDHA block -1 and RGS4 inhibitor 4%.
Screening Cc1ccc(S(=O)(=O)c2nc(S(=O)(=O)c3ccc(C)cc3)c(NC(C)C)s2)cc1 returned Anesthetic bind -18%, ERG-DNA inh 2%, POLB inh 2%, Pol eta inh -16%, 12-LOX inh -9%, POLK inh -11%, LDHA block 3 and RGS4 inhibitor -2%.
Oc1ccc(Br)cc1/C=N/n1c(COc2ccccc2)n[nH]c1=S was read as Anesthetic bind -11%, ERG-DNA inh 4%, APEX1 inh -5%, POLB inh -2%, Pol eta inh -11%, 12-LOX inh 8.9µM*, POLK inh -10%, LDHA block -4 and RGS4 inhibitor -51%.
Screening Nc1cccc(Nc2nc(OC(C(F)(F)F)C(F)(F)F)nc(OC(C(F)(F)F)C(F)(F)F)n2)c1 returned Anesthetic bind -23%, ERG-DNA inh -5%, APEX1 inh inconclusive, POLB inh inconclusive, Pol eta inh -16%, 12-LOX inh 0%, POLK inh -10%, LDHA block -1 and RGS4 inhibitor -24%.
CCOc1ccc(NC(=O)CC2C(=O)N(c3ccccc3)C(=O)N2CCc2ccc(OC)cc2)cc1 (centres undefined) was read as Anesthetic bind -4%, ERG-DNA inh 6%, POLB inh 15%, Pol eta inh -21%, 12-LOX inh -14%, POLK inh 0%, LDHA block 0 and RGS4 inhibitor -3%.
`CCCn1nnnc1NCc1ccc(N2CCCC2)cc1` gave Anesthetic bind -2%, ERG-DNA inh -2%, APEX1 inh -5%, POLB inh 11%, Pol eta inh -14%, 12-LOX inh inconclusive, POLK inh -15%, LDHA block 7 and RGS4 inhibitor 18%.
CON/C=N/C(=S)Nc1ncc(C(F)(F)F)cc1Cl was read as Anesthetic bind 0%, ERG-DNA inh 4%, APEX1 inh -3%, POLB inh 3%, Pol eta inh -8%, 12-LOX inh inconclusive, POLK inh 5%, LDHA block 0 and RGS4 inhibitor -2%.
`CN(CC(=O)Nc1nc2ccccc2s1)S(=O)(=O)c1ccc(Br)cc1` gave Anesthetic bind 0%, ERG-DNA inh 3%, APEX1 inh -10%, POLB inh -11%, Pol eta inh -19%, 12-LOX inh -12%, POLK inh -7%, LDHA block 2 and RGS4 inhibitor 12%.
For CCOC(=O)C1CCN(C(c2ccc(OC)c(OC)c2)c2sc3nc(C)nn3c2O)CC1 (centres undefined) the results were Anesthetic bind -4%, ERG-DNA inh 2%, APEX1 inh 5%, POLB inh 37%, Pol eta inh -6%, 12-LOX inh 8%, POLK inh 9%, LDHA block 4 and RGS4 inhibitor -19%.
`CCn1c(=O)[nH]c2cc(Cl)c(Cl)cc21` gave ERG-DNA inh -4%, APEX1 inh inconclusive, POLB inh 7%[57.1 µM], Pol eta inh -19%, 12-LOX inh -21%&16%, POLK inh -6%[60.1 µM], LDHA block -7 and RGS4 inhibitor -17%[56.9 µM].
Nc1c(C(=O)O)sc2nc(-c3ccccc3)cc(-c3ccc(Cl)cc3)c12 was read as Anesthetic bind -4%, ERG-DNA inh 4%, APEX1 inh -2%, POLB inh -26%, Pol eta inh 10%, 12-LOX inh inconclusive, POLK inh -30%, LDHA block -12 and RGS4 inhibitor -34%.
For S=C(NCc1ccncc1)Nc1ccccc1 the results were Anesthetic bind -2%, ERG-DNA inh 14%, APEX1 inh 4%, POLB inh 26%, Pol eta inh -6%, 12-LOX inh -11%, POLK inh 9%, LDHA block 2 and RGS4 inhibitor -32%.
For CCCCC(=O)Nc1ccc(C(=O)N2CCN(c3ccccc3OC)CC2)cc1 the results were Anesthetic bind -8%, ERG-DNA inh 9%, APEX1 inh 3%, POLB inh -24%, Pol eta inh -7%, 12-LOX inh 20%, POLK inh -5%, LDHA block 4 and RGS4 inhibitor -5%.
Screening CC(=O)Nc1ccc(NC(=O)C(NS(=O)(=O)c2ccc3c(c2)OCCO3)C(C)C)cc1 (centres undefined) returned ERG-DNA inh 7%, APEX1 inh 2%, Pol eta inh -9%, 12-LOX inh 0%, POLK inh 2%, LDHA block -2 and RGS4 inhibitor -3%.
`CCOC(=O)c1c(Cc2cccc(Cl)c2)c[nH]c1C` gave Anesthetic bind inconclusive, ERG-DNA inh 0%, APEX1 inh -6%, POLB inh -1%, Pol eta inh -8%, 12-LOX inh -19%, POLK inh -15%, LDHA block 1 and RGS4 inhibitor 18%.
`CCCNC(=O)c1ccc(N2CCC3(CC2)CC(c2ccccc2)=NO3)c(NC(=O)Cc2ccc(F)cc2)c1` gave Anesthetic bind -15%, ERG-DNA inh -3%, APEX1 inh 21%, POLB inh 2%, Pol eta inh -20%, 12-LOX inh -7%, POLK inh -1%, LDHA block -2 and RGS4 inhibitor -11%.
For O=C(CSC(=S)N1CCCC1)N1CCN(S(=O)(=O)c2ccccc2F)CC1 the results were ERG-DNA inh 12%, APEX1 inh 9%, Pol eta inh -14%, 12-LOX inh inconclusive, POLK inh -3%, LDHA block -5 and RGS4 inhibitor 32%.
Screening CC(OC(=O)c1ccc(-n2cnnn2)cc1)C(=O)Nc1ccc(F)c(F)c1F (centres undefined) returned ERG-DNA inh -8%, APEX1 inh -2%, Pol eta inh 56µM*, 12-LOX inh -4%, POLK inh inconclusive, LDHA block -3 and RGS4 inhibitor inconclusive.
CC(C)=CCC/C(C)=C/CNC(=O)C[C@H]1C[C@H](C(=O)N2CCCCC2)[C@@]2(C)c3[nH]c4cc(-c5ccco5)ccc4c3CCN2C1=O was read as ERG-DNA inh 10%, APEX1 inh 1%, Pol eta inh -15%, 12-LOX inh inconclusive, POLK inh -26%, LDHA block -7 and RGS4 inhibitor inconclusive.
Screening CCOC(=O)c1sc2nc(COC(=O)c3c(F)cccc3F)[nH]c(=O)c2c1C returned Anesthetic bind -10%, ERG-DNA inh 0%, APEX1 inh 4%, POLB inh 1%, Pol eta inh -9%, 12-LOX inh 1%, POLK inh -2%, LDHA block -2 and RGS4 inhibitor 6%.
